Screening data from PubChem.
Shn3 inh set2 – Schnurri-3 reporter inhibition in Clone20 osteoblasts; actives 0.52% (n = 360,000); inhibition, % at 12.5 µM; Clone20 osteoblast Shn3 3'UTR firefly luciferase, 24 h; AID 588674;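 active = mean inhibition of at least 75% with every replicate also reaching 75%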;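 also: 0% = median of neutral control wells and 100% = pilot-screen positive control compound; some compounds past the cut are filed as inactive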
LRH-1 inv ag – NR5A2 inverse agonism in reporter assay | O00482 | HEK293T StAR-luciferase reporter, LRH-1 transfected, 24 h | inhibition, % at 3.6 µM | actives 0.13% (n = 360,000) | AID 602396;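 active = inhibition above the mean inhibition of all tested compounds plus 3 SD, cut at about 73% in these data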;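 also: 0% = DMSO wells and 100% = reporter-only cells lacking LRH-1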
TWEAK Fn14 block – blocks TWEAK-Fn14 interaction in a reporter cell assay | TWEAK-stimulated Fn14 reporter cells, luciferase luminescence, 8 h | AID 1159606 | actives 2% (n = 360,000) | inhibition, % at 10 µM; in the data active = inhibition above about 50%
NR2F2 inh – blocks human COUP-TFII nuclear receptor | HEK293T NGFI-A luciferase reporter, luminescence | inhibition, % at 8.6 µM | actives 0.7% (n = 370,000);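 active = inhibition above a per-plate cutoff, mean inhibition of test wells between control levels plus 3 SD, cut at about 38% in these data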;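 also: cells cotransfected with COUP-TFII expression vector driving the NGFI-A reporter; 0% = median of COUP-TF2 test wells and 100% = reporter-only cells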
TRAIL sens C8 – caspase-8 TRAIL sensitization. NB7+C8 cells + TRAIL, ATPlite viability luminescence. inhibition (viability loss, TRAIL sensitization), % at 10 µM. actives 1% (n = 360,000). AID 624354;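 active = compounds causing at least 50% loss of cell viability in the single-dose screen, relative to plate controls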
EBV LMP1 NFkB – inhibitors of Epstein-Barr LMP1-induced NF-kappaB reporter. actives 0.69% (n = 350,000). inhibition, % at 12.5 µM. AID 504558. LMP1-induced NF-kappaB luciferase reporter cells, luminescence; in the data active = inhibition above about 41%;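 also: 0% = neutral control wells and 100% = reference inhibitor control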
TROY signal inh – TROY signaling inhibition; Q293 LMP1-TROYcd NF-kB luciferase reporter, 4 h; inhibition, % at 10 µM; actives 0.98% (n = 360,000);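 active = compounds whose plate-normalised and pattern-corrected inhibition of the luciferase reporter signal at the single screening dose is 50% or more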
KKLEB cytotox – counter-screen for CF NF-kB inhibitors: cytotoxicity. KKLEB CF airway cells viability, ATPlite luminescence, overnight; active compounds read low; cells stimulated with P. aeruginosa culture filtrate. activity change (cytotoxicity), % at 5 µM. actives 0.36% (n = 360,000). AID 602141;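 active = corrected activity change at or below -50% at 5 µM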
NCOA1 inh – human NCOA1 inhibition | inhibition, % at 3.6 µM | Q15788 | actives 0.12% (n = 360,000) | HEK293 GAL4-SRC1 luciferase reporter, luminescence;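 active = inhibition above the campaign mean plus 3 SD, with each screening campaign given its own cutoff, cut at about 60% in these data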;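 also: 0% = DMSO treated cells and 100% = gossypol at 36 µM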
SRC3 inh – human NCOA3 inhibition | Q9Y6Q9 | HEK293 GAL4-SRC3 luciferase reporter, luminescence | inhibition, % at 3.6 µM | actives 0.17% (n = 360,000);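 active = inhibition above a per-campaign cutoff, the mean of all compounds plus 3 SD, cut at about 60% in these data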;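 also: 0% = DMSO-treated cells and 100% = gossypol-treated cells at 36 µM; higher means less SRC3-driven luciferase light from the GAL4 reporter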
Target sequence (Q9Y6Q9 whole entry, looked up, the tested form may be a part): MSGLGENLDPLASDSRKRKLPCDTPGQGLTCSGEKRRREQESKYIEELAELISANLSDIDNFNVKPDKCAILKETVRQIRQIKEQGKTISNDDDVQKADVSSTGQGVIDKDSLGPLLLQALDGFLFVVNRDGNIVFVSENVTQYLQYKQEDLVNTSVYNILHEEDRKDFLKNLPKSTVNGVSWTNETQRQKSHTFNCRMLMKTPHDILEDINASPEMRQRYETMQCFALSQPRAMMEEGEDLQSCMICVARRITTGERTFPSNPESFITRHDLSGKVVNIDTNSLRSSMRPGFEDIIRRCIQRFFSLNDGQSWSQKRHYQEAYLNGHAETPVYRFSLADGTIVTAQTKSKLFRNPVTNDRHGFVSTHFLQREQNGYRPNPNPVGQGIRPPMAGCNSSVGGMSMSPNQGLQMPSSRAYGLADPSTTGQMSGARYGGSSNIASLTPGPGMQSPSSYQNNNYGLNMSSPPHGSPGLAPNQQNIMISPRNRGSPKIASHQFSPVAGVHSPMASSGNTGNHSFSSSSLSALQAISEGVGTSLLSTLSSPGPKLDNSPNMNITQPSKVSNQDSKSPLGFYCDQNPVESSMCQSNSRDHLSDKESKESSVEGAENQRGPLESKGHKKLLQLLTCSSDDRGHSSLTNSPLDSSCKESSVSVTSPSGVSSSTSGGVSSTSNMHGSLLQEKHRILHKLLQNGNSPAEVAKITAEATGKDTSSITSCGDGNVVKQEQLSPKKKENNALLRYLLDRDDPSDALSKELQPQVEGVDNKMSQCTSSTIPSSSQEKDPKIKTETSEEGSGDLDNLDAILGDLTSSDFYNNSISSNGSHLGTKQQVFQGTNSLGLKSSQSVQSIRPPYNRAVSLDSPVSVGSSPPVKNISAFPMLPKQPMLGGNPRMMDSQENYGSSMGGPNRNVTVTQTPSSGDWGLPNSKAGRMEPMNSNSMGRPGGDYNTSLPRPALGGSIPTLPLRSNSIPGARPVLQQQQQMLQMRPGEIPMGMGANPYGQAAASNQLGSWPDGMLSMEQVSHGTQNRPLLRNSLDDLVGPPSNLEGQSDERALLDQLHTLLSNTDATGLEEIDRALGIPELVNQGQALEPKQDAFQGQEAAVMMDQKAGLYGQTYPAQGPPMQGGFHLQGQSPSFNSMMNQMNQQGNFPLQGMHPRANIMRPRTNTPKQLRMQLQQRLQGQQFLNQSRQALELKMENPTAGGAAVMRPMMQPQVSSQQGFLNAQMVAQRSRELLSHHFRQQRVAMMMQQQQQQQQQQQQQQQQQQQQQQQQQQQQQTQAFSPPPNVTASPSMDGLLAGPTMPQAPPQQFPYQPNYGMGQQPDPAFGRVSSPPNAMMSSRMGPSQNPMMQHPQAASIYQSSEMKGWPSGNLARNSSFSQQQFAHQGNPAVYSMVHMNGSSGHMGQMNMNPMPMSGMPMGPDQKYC
CF NFkB block – inhibitors of cystic fibrosis induced NF-kB; KKLEB NF-kB-GFP reporter, PAF-induced, GFP fluorescence overnight; inhibition, % at 5 µM; AID 588850; actives 0.86% (n = 360,000);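 active = at least 50% inhibition at 5 µM, scaled per plate between neutral and stimulator controls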;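 also: PAF is a Pseudomonas aeruginosa culture filtrate used as stimulus; plate controls were PAF-stimulated DMSO wells for no effect and unstimulated DMSO wells for full effect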
An asterisk follows results filed as active; . = not tested or not shown. The list is partial. The share of hits here may be higher or lower than overall.

SMILES	Shn3 inh set2	LRH-1 inv ag	TWEAK Fn14 block	NR2F2 inh	TRAIL sens C8	EBV LMP1 NFkB	TROY signal inh	KKLEB cytotox	NCOA1 inh	SRC3 inh	CF NFkB block
CSc1nsc(SC)c1CO	-21	13	-3	-7	0	5	0	-6	10	20	6
CSc1nnc(C)c(=O)n1COC(=O)COc1ccccc1	-14	-8	-9	4	3	4	-6	7	-11	16	-1
COCCn1c(C(C)C)nc2sc3ccccc3c(=O)c2c1=O	10	16	4	.	-1	3	-7	-5	-3	17	-5
CN(C)c1ccc(/C=N/NC(=S)NCc2ccccc2)cc1	-57	-28	-9	-33	-8	3	-43	-2	-23	-24	1
COC(=O)CC1C(C(=O)OC)ON2OC(C(=O)OC)C(C(=O)OC)C12 (stereo not drawn)	4	1	9	7	-2	-6	-4	12	-1	-6	-10
CCCCn1c(Cc2ccccc2)nnc1SCC(=O)Nc1cc(C)on1	1	-7	3	-8	-3	2	-11	-19	-19	8	-3
CN(C)c1ccc(/C=C2/C[N+](C)(C)C/C(=C/c3ccc(N(C)C)cc3)C2=O)cc1	-8	1	6	18	23	-1	12	3	-3	18	-132
COC(=O)c1c(-c2ccc(C)cc2)csc1NC(=S)NC(=O)c1ccc(F)cc1	24	1	-11	3	-12	8	4	-3	1	-14	36
COc1ccc(OCCC(=O)OCC(=O)Nc2cccc(S(=O)(=O)N3CCOCC3)c2)cc1	-6	-16	3	-2	-8	-5	8	-2	-15	10	6
O=C(COc1ccc(Cl)cc1)NCCC1=CCCCC1	-16	-9	-9	-14	-2	-5	-29	2	-17	-1	-8
Cc1ccn2cc(CNS(=O)(=O)c3ccc(Cl)s3)nc2c1	58	0	-14	-5	3	-4	9	0	-11	-4	8
Cc1oc(C(=O)O)cc1CSCc1ccoc1C(=O)O	-14	-1	5	-4	-4	-4	10	12	-7	1	-18
CCC1CCC2(CC1)NC(=O)N(CC(=O)Nc1ccc(OC)c(Cl)c1)C2=O (stereo not drawn)	3	-6	-26	4	-2	-5	-16	-15	3	21	5
COc1ccccc1NC(=O)N(C)C[C@H]1Oc2cc(Br)ccc2S(=O)(=O)N([C@H](C)CO)C[C@H]1C	7	10	4	-1	-11	-2	-2	6	-4	6	-12
CCOC(=O)CNC(=O)N1CCC(CCOc2ccccc2)(C(=O)OCC)CC1	19	2	16	-5	-8	9	-12	-9	9	-2	27
CCc1ccccc1N(CC(=O)NC(C)C)C(=O)CCC(=O)Nc1nccs1	8	0	0	5	9	14	-3	1	1	-5	14
CCOC(=O)[C@H]1[C@H]2COc3ccc(Cl)cc3[C@@H]2N2C(=O)c3ccccc3NC(=O)[C@@]12C	-19	4	-4	-13	-5	2	3	-9	-39	17	-7
COc1ccc(OCC(=O)NNC(=O)C2CCN(c3ncnc4sc(C)c(C)c34)CC2)cc1	2	4	38	-11	10	-3	26	7	-4	1	13
O=C(Nc1cccc([N+](=O)[O-])c1)C1CCN(C(=O)Cc2ccccc2)CC1	-10	-11	2	3	1	0	-7	-12	-4	-12	29
COC(=O)c1ccccc1CON1C(=O)C(C)(C)N(OCc2ccccc2C(=O)OC)C(=O)C1(C)C	32	6	26	-20	-3	4	6	5	17	7	7
O=C(O)Cn1nc(-c2ccccc2)ccc1=O	-48	-4	-15	-12	1	-3	10	12	3	2	-4
CCOC(=O)c1nc(Nc2cccc(C)c2)c2ccccc2n1	4	3	16	4	-9	9	14	24	13	2	-47
S=C1NCN(C2CCCCC2)CN1c1ccccc1	-17	-3	-3	15	-1	6	-1	2	10	23	4
COc1ccc(CN2CCN(CCCc3ccccc3)C(CCO)C2)c(OC)c1 (stereo not drawn)	4	16	3	-2	-17	23	13	0	-12	19	-14
Cc1c(Br)c([N+](=O)[O-])nn1C(C)C(=O)NCc1cccs1 (stereo not drawn)	16	-4	16	-19	5	1	6	1	-1	3	6
O=C(COC(=O)c1ccc(Cl)cc1)NC(=O)NC1CCCC1	-2	-3	1	-5	-7	1	-17	-7	-7	-19	17
CCCC1=C(C(=O)OCC)C(/C=C/c2ccccc2)n2ncnc2N1 (stereo not drawn)	29	-16	12	.	10	-1	2	-19	-9	-1	24
O=C(NCC(F)(F)F)c1ccc(S(=O)(=O)Nc2ccccc2N2CCCC2)cc1	7	-9	-27	-2	1	-5	11	4	9	-23	-22
C[C@@H]1CN([C@H](C)CO)S(=O)(=O)c2ccc(Br)cc2O[C@H]1CN(C)C(=O)Cc1ccccn1	-22	-14	7	4	-3	12	-1	-1	13	-9	-7
CCCCCCCCC(c1nc2cc(C)c(C)cc2[nH]1)n1c(=O)c(-c2ccccc2Br)nc2ccccc21 (stereo not drawn)	-12	-10	-14	0	9	.	-1	0	20	15	8
Cc1cc(NS(=O)(=O)c2ccc(NC(=O)c3cc4cc(Br)ccc4oc3=O)cc2)no1	-3	-13	-20	-15	-2	-4	-7	13	0	14	-19
COC(=O)c1ccccc1N(C)S(=O)(=O)c1cc2c3c(c1)CCC(=O)N3CCC2	1	-11	-12	-11	11	-4	-8	-11	-2	-2	-3
CN(C)S(=O)(=O)N1CCN(c2cccc(Cl)c2)CC1	-1	-13	-17	0	-2	-2	-4	24	-36	-10	-12
Cc1cccc(OCCC(=O)OCC(=O)N2CCc3ccccc32)c1	-12	8	-3	-3	-16	-8	-1	-20	-12	7	8
CCC(CC)NC(=O)c1cccc(Br)c1	2	7	-8	2	-13	4	-5	3	4	10	6
COC(=O)COc1ccc2oc(=O)cc(-c3cc4ccccc4o3)c2c1	-19	6	-41	-9	-11	-2	-3	-4	-1	-14	13
CC1CCc2sc3ncnc(N4CCN(C)CC4)c3c2C1 (stereo not drawn)	-16	3	-11	-3	-9	1	10	-3	-12	-3	19
CC1CCCN(C(=O)C2CCN(c3nc(-c4ccccc4)nc4c3CCC4)CC2)C1 (stereo not drawn)	12	12	-12	6	2	12	9	0	-3	14	-3
COc1ccc(/C=C/c2nc(S(=O)(=O)c3ccccc3)c(N(C)C)o2)cc1	-3	-20	-5	-17	3	-3	-4	2	-7	12	12
COc1ccccc1N1CCN(C2CCN(C(=O)c3cccs3)CC2)CC1	21	6	-11	0	0	1	2	9	-12	-11	7
COc1ccc2c(c1)c(C(=O)CN1CCC3(CC1)OCCO3)c(C)n2C	7	4	-1	-2	-7	-4	1	-1	0	-3	12
C[C@H](NC(=O)c1nc[nH]c1C(=O)NCC(=O)OCc1ccccc1)C(=O)OCc1ccccc1	-5	-19	22	1	1	-1	16	-22	-5	1	12
Cc1ccc(S[C@@H](CCN2CC[C@H](C(C)(C)C)CCC2=O)c2ccccc2)cc1	25	8	9	16	3	4	15	-27	3	5	12
COc1ccc(N(C(=O)c2cnsn2)C(C(=O)NC2CCCCC2)c2ccncc2)cc1 (stereo not drawn)	-3	4	-2	-1	-4	3	1	8	-10	19	7
Cc1ccccc1-c1nc(Cc2ccc(Cl)cc2)no1	-22	-3	-24	-1	-12	-17	-39	12	-33	-1	-14
O=C1CN(C(=O)CN2CCN(S(=O)(=O)c3ccccc3)CC2)c2ccccc2N1	-6	2	9	12	2	4	-3	4	-1	-9	-5
NCCNCCNCCN	-5	-16	-27	-6	-12	-6	-6	-7	-8	-4	2
CCc1ccc(NC(=O)c2ccc(C3SCC(=O)N3CCc3ccccc3)cc2)cc1 (stereo not drawn)	18	8	1	25	8	1	-8	5	-3	11	-16
CCC(c1nnnn1Cc1ccccc1)N1CCN(c2ccccc2)CC1 (stereo not drawn)	-16	15	2	-6	-8	1	-2	3	19	-7	-8
Cc1ccnc(NC(=O)CCC(=O)N(CC(=O)NC2CCCCC2)c2ccc3c(c2)OCO3)c1	-7	-3	-10	0	-9	4	-9	0	11	-23	28
(next part)
SMILES	Shn3 inh set2	LRH-1 inv ag	TWEAK Fn14 block	NR2F2 inh	TRAIL sens C8	EBV LMP1 NFkB	TROY signal inh	KKLEB cytotox	NCOA1 inh	SRC3 inh	CF NFkB block
Cc1ccc(NC(=O)N(O)C2CCCCC2C#N)cc1 (stereo not drawn)	7	-106	-24	-27	3	-9	-53	14	-103	-70	-12
OC(CC#CCN1CCCCC1)(c1ccccc1)c1ccccc1	7	10	12	7	16	6	-19	14	11	5	9
CCOCC(=O)Nc1nnc(COC)s1	3	10	-10	-16	6	13	2	0	-14	-11	-11
Cc1ccc(C2=CSC3=NCCN23)c(C)c1	11	12	-12	2	-7	1	19	-6	11	-10	10
CN(C(=O)c1c[nH]c(=O)cc1C(F)(F)F)c1ccc(Cl)cc1	6	16	-6	-3	3	-2	-14	-5	13	19	-8
CC1CCC2(CC1)NC(=O)N(CC(=O)N1CCN(C(=O)c3cccs3)CC1)C2=O (stereo not drawn)	4	4	-11	-27	1	-4	-1	-1	7	0	-5
Cn1nc(C(F)(F)F)c(-c2ccccc2)c1NC(=O)c1ccco1	-2	-3	8	12	-5	3	14	-8	0	12	0
COc1ccc(C)cc1S(=O)(=O)NC(C)C(=O)Nc1ccc2c(c1)OCO2 (stereo not drawn)	7	-34	12	4	-12	0	-11	7	-8	-3	3
CC(C)c1nnc(NC(=O)Cn2nc(-c3ccc4c(c3)OCCO4)ccc2=O)s1	-21	1	13	13	-8	-2	13	-1	-1	9	6
CCOCCCNC(=O)N[C@@H](C)C(=O)OC	0	19	8	0	-3	7	-5	-6	-10	6	10
CC(=O)c1cccc(NC(=O)c2noc3c2CCc2ccccc2-3)c1	-41	-53	-20	-41	16	-11	-32	-10	-58	-47	11
COc1ccc(NC(=O)CCn2c(=O)c3cccn3c3ccccc32)cc1	-5	-5	-4	6	7	3	-16	-3	4	-10	-35
Cn1c(=O)oc2cc(S(=O)(=O)NCc3ccc(F)cc3)ccc21	-2	9	9	2	-15	0	-15	-8	-10	9	-22
CCN(CC(=O)Nc1ccccc1OC)C(=O)CN1C(=O)NC2(CCCC2)C1=O	-22	1	5	3	-15	-1	4	-4	1	8	-19
CNC(=O)c1cc(Cl)c(OC)c(OC)c1	14	-1	0	6	3	-2	14	-10	0	16	-14
CCC(CO)Nc1ncnc2onc(-c3ccc(F)cc3)c12 (stereo not drawn)	-11	-1	0	14	-16	2	10	-3	-19	-12	12
O=C(NCc1ccc2c(c1)OCO2)c1cc(-c2ccccc2Cl)on1	-22	-4	-24	-11	5	-9	-40	-3	-3	-11	4
Cc1c(Cl)cccc1N1C(=O)C(N2C(=O)c3cccc([N+](=O)[O-])c3C2=O)C1c1cccs1 (stereo not drawn)	9	-1	-46	.	5	7	-6	-13	7	13	0
